D2 antagonist: HTS Assay for Allosteric Antagonists of the Human D2 Dopamine Receptor: Primary Screen for Antagonists; D(2) dopamine receptor (Homo sapiens), P14416; HEK293 TREx D2 cells, calcium flux, dopamine EC80; inhibition, % at 10 µM; 340,000 tested, 2% active; AID 485344, 2010; in the data active means inhibition above about 30%; further: 0% is about no effect
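Tetracycline-induced HEK293 TREx cells expressing D2 receptor forced-coupled to calcium signalling, loaded with no-wash calcium dye. Compounds added and calcium flux read 180 s, then dopamine added at EC80 and read a further 180 s.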
D1 PAM: Potentiators of Human D1 Dopamine Receptor: qHTS; HEK293 TREx D1 cells, calcium flux, dopamine EC20 potentiation; 360,000 tested, 0.036% active; potentiation, % at 10 µM; D(1A) dopamine receptor (Homo sapiens), P21728; AID 504651, 2011; in the data active means potentiation above about 30%; further: 0% is about no effect
Target sequence (P21728 whole entry, looked up): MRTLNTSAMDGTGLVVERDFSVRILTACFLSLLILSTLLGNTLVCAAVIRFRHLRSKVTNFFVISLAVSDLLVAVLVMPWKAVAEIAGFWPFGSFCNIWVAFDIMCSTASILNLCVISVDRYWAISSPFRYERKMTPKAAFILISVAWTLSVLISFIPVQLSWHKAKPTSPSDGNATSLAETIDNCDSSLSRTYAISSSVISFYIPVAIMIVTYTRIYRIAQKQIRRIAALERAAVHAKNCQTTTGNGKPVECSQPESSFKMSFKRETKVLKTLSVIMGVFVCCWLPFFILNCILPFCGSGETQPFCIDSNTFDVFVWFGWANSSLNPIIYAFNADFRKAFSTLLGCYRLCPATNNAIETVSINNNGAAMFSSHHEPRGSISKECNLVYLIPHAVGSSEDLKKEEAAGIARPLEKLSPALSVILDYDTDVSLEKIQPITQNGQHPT
RXFP1 antagonist: qHTS Assay for Antagonists of the Relaxin Receptor RXFP1; Relaxin receptor 1 (Homo sapiens), Q9HBX9; HEK293-RXFP1, relaxin-stimulated cAMP HTRF, 30 min; stronger effect = lower value; activity change, negative = inhibition, % at 57.5 µM; 350,000 tested, 0.59% active; AID 1259400, 2018;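 active means activity change of -60% or lower, but not beyond a set lower limit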; further: on the % scale 0 is the no-effect control and ±100 the full control effect
D1 antagonist: Antagonist of Human D 1 Dopamine Receptor: qHTS; activity change, negative = inhibition, % at 10 µM; 360,000 tested, 3.2% active; HEK293 TREx D1 cells, calcium flux, dopamine EC80; stronger effect = lower value; D(1A) dopamine receptor (Homo sapiens), P21728; AID 504652, 2011; in the data active means activity change below about -30%; further: on the % scale 0 is the no-effect control and ±100 the full control effect
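Kinetic fluorescence of a calcium dye serves as the read-out. D1-expressing Hek293 Trex cells, induced overnight at 30 C, are exposed to compound for 180 s before an EC80 dopamine addition, then read 180 s further.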
TRHR agonist: qHTS for Small Molecule Agonists and Allosteric Enhancers of Human TRH Receptor: Primary Screen for Agonists | TRHR cells, calcium flux fluo-8, FDSS agonist mode | activation, % at 2 µM | 360,000 tested, 0.18% active | AID 493084, 2011; further: 0% is about no effect
Target sequence (P34981 whole entry, looked up): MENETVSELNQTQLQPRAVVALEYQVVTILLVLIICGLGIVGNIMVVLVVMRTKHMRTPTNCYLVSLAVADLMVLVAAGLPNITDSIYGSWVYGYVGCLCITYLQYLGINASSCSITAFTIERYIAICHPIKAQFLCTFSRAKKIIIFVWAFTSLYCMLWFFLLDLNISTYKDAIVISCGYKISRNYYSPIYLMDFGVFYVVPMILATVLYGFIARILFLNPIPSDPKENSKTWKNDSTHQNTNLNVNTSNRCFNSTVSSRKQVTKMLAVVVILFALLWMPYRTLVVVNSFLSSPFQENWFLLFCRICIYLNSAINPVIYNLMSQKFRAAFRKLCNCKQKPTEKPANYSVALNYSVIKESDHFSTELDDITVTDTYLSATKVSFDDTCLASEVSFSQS
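In this calcium-flux screen, cells bearing human TRHR are dye-loaded with fluo-8, baselined for 10 cycles, then exposed to library compounds; positive kinetic calcium responses during the agonist phase mark hits, with TRH as control.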
D2 agonist: HTS Assay for Allosteric Agonists of the Human D2 Dopamine Receptor: Primary Screen for Agonists; AID 485358, 2010; D(2) dopamine receptor (Homo sapiens), P14416; 340,000 tested, 0.53% active; activation, % at 2 µM; HEK293 T-REx D2 cells, calcium flux agonist mode;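 active means activation over 3 SD above normal in the single-dose calcium agonist read, cut at about 30% in these data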; further: 0% is about no effect
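Tetracycline-induced HEK293 Trex cells with D2 receptor force-coupled to calcium signaling, plated overnight at 30 C and loaded with no-wash calcium dye. Calcium flux read kinetically for 180 s after compound addition; responses flag agonists.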
TRHR enhancer: qHTS for Small Molecule Agonists and Allosteric Enhancers of Human TRH Receptor: Primary Screen for Enhancers; 360,000 tested, 0.66% active; AID 493056, 2011; Thyrotropin-releasing hormone receptor (Homo sapiens), P34981; TRHR cells, fluo-8 calcium fluorescence, EC20 TRH enhancement; enhancement, % at 2 µM; in the data active means enhancement above about 30%; further: 0% is about no effect
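Enhancer read-out: after compound pinning and an initial kinetic agonist-mode read, an EC20 of TRH (10 nM final) was injected and fluo-8 calcium signal (Ex 480/Em 530) followed at 1 s/cycle for 100 cycles in TRHR-expressing cells.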
D1 ag: Allosteric Agonists of the Human D1 Dopamine Receptor: qHTS; HEK293 T-REx D1 cells, calcium flux, agonist mode; activation, % at 2 µM; 360,000 tested, 1% active; further: 0% is about no effect
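Inducible HEK293 T-REx D1 cells, force-coupled to calcium signalling, were plated at 4000 cells/well with tetracycline and held overnight at 30 C. After no-wash calcium dye loading, compound-evoked calcium rise over 180 s flagged agonists.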
D2 potentiator: HTS Assay for Positive Allosteric Modulators of the Human D2 Dopamine Receptor: Primary Screen for Potentiators. D(2) dopamine receptor (Homo sapiens), P14416. HEK293 T-REx D2, calcium flux, EC20 dopamine potentiation. potentiation, % at 10 µM. 340,000 tested, 0.34% active. AID 485347, 2010;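 active means potentiation over 3 SD above the plate norm, cut at about 30% in these data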; further: 0% is about no effect
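Tetracycline-induced HEK293 T-REx cells force-coupled to calcium signalling expressed D2; compounds were pin-added after a 10 s baseline, read kinetically 180 s, then an EC20 dopamine challenge followed with a further 180 s calcium read.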
Numbers without * were called inactive; nt = no result given. Unless noted, no stated cut-off is given here; in the data, active means activation above about 30%; inactive means the rest.

Value order – D2 antagonist	D1 PAM	RXFP1 antagonist	D1 antagonist	TRHR agonist	D2 agonist	TRHR enhancer	D1 ag	D2 potentiator
1) Cn1c(SCC2CCCO2)nnc1-c1ccc([N+](=O)[O-])cc1 (stereo unspecified)
  -20	-1	-2	-5	-0.1	-0.7	20	2	-3
2) C/C=C(\C)CN1CCN(c2cc(C)ccc2C)CC1
  -3	-8	-12	-8	-0.9	0.1	0	5	11
3) O=C(NCc1ccccc1)c1ccc2nc(-c3ccco3)c(-c3ccco3)nc2c1
  -3	-6	-32	9	-0.2	0.5	-4	0	-4
4) Cc1c(Br)cc(C(=O)OC2CCN(C)CC2)c(C)c1C
  -5	-6	-20	-9	0.2	0.3	0	3	-12
5) Cc1c(C(=O)N/N=C/c2ccncc2)no[n+]1[O-]
  nt	-10	7	10	0.6	nt	2	0	nt
6) COc1ccc(C2(CNC(=O)/C=C\c3ccco3)CCCC2)cc1OC
  8	1	-6	3	-0.7	0.1	-4	2	-2
7) O=C(COC(=O)/C=C/c1ccc(Cl)cc1)NCCc1ccccc1
  14	-2	-13	2	-0.1	0.1	2	4	4
8) CC(C)(C)NC(=O)CN(C(=O)c1csnn1)c1cccc2c1CCCC2
  5	-8	-13	-2	-0.4	0.0	0	1	3
9) CCn1c(O)c(N=NC(=O)CNc2cccc(C)c2)c2ccccc21
  -5	0	6	-13	-0.2	1.2	-3	6	-18
10) CN(C)S(=O)(=O)c1ccc(NC(=O)Cc2ccc(S(=O)(=O)N3CCOCC3)s2)cc1
  -5	3	13	-16	0.9	-0.3	-4	-2	6
11) CCCCNC(=O)NNC(=O)c1cc(C)on1
  16	2	16	-6	0.9	1.0	4	1	2
12) CCCN(CCC)S(=O)(=O)c1ccc(C)cc1
  16	-2	nt	-11	0.5	-0.8	-6	2	-7
13) Cc1ccc(CSc2ncnc3c2cnn3-c2ccc(C)cc2)cc1
  12	0	10	3	-0.2	1.6	-5	0	-5
14) Nc1c(NCCc2ccccc2)c2ccccc2oc1=O
  -23	1	13	2	0.0	11	-1	0	-3
15) CCOc1cccc2sc(N(CCN(CC)CC)C(=O)c3ccc(S(=O)(=O)N4CCCC4)cc3)nc12
  -12	5	-22	2	0.5	0.2	5	2	-21
16) CCN(CC(=O)Nc1cccc(OC)c1)C(=O)c1cccc(S(=O)(=O)N2CCc3ccccc32)c1
  21	nt	3	-16	0.6	-0.5	4	5	-1
17) O=C(/C=C/c1cn(-c2ccccc2)nc1-c1ccc2c(c1)OCCO2)NCCO
  2	-4	-3	12	0.4	-0.5	3	3	3
18) O=S(=O)(NCCc1ccccc1)c1ccc(S(=O)(=O)N2CCCCC2)cc1
  -15	-9	-14	4	1.2	1.0	-2	6	-1
19) CC(C)n1c(NCc2ccccc2O)nc2ccccc21
  4	-5	11	-2	-0.4	-1.0	-10	6	-5
20) O=C(c1cccnc1)n1nc(NCc2ccccc2)nc1NCc1ccccc1
  -10	7	-12	5	-0.9	0.4	1	2	-4
21) CN(C(=O)COC(=O)c1cc(Br)c(Br)s1)C1CCS(=O)(=O)C1 (stereo unspecified)
  -10	-4	5	-26	-0.2	0.4	-8	3	6
22) CCn1cc(C(=O)NCc2ccc3c(c2)OCO3)c(=O)c2ccc(C)nc21
  -21	2	nt	30	0.8	0.3	1	3	6
23) Cc1cccc(S(=O)(=O)N/N=c2\sc3ccccc3n2C)c1
  -11	-1	2	12	-2.3	-1.2	4	2	9
24) COc1ccc(Nc2nc(Cl)nc(N3CCN(c4ccc(OC)cc4)CC3)n2)cc1
  -1	-1	nt	7	3.8	0.3	-4	3	-2
25) Cc1c(C2=CCN(S(=O)(=O)c3ccc(Cl)cc3)CC2)c2ccccc2n1C
  -2	1	14	16	1.7	1.9	7	7	-4
26) Cc1ccc(-c2cc(C(F)F)n3ncc(C(=O)Nc4c(C)nn(Cc5ccccc5Cl)c4C)c3n2)cc1
  -1	3	-4	4	1.2	0.2	21	2	-4
27) COc1ccc(COC(=O)NNC(=O)c2ccc(OC)cc2)cc1
  4	-8	-13	-18	-0.3	0.6	5	0	2
28) O=c1cc(CSc2ccccn2)[nH]c(=O)[nH]1
  7	5	-20	1	0.1	0.2	-5	1	-5
29) COc1ccc(OC)c(S(=O)(=O)N/N=C(/C)c2ccc3c(c2)OCO3)c1
  -1	12	3	22	0.1	0.1	-4	11	2
30) CC(C)C(=O)NCC(c1ccc2c(c1)OCO2)N1CCOCC1 (stereo unspecified)
  -4	0	6	0	1.0	0.4	-4	3	4

Sorted by value in D2 antagonist (highest first): some entries from above.
cpd | smiles | D2 antagonist
26 | Cc1ccc(-c2cc(C(F)F)n3ncc(C(=O)Nc4c(C)nn(Cc5ccccc5Cl)c4C)c3n2)cc1 | -1
25 | Cc1c(C2=CCN(S(=O)(=O)c3ccc(Cl)cc3)CC2)c2ccccc2n1C | -2
4 | Cc1c(Br)cc(C(=O)OC2CCN(C)CC2)c(C)c1C | -5

Record cards (already shown). Order of values: D2 antagonist	D1 PAM	RXFP1 antagonist	D1 antagonist	TRHR agonist	D2 agonist	TRHR enhancer	D1 ag	D2 potentiator
O=S(=O)(NCCc1ccccc1)c1ccc(S(=O)(=O)N2CCCCC2)cc1 reads -15	-9	-14	4	1.2	1.0	-2	6	-1
Cc1ccc(-c2cc(C(F)F)n3ncc(C(=O)Nc4c(C)nn(Cc5ccccc5Cl)c4C)c3n2)cc1 reads -1	3	-4	4	1.2	0.2	21	2	-4
Cn1c(SCC2CCCO2)nnc1-c1ccc([N+](=O)[O-])cc1 (stereo unspecified) reads -20	-1	-2	-5	-0.1	-0.7	20	2	-3

The listing continues:
Value order – D2 antagonist	D1 PAM	RXFP1 antagonist	D1 antagonist	TRHR agonist	D2 agonist	TRHR enhancer	D1 ag	D2 potentiator
31) CCc1ccccc1NC(=O)C1CCN(C(=O)c2ccc([N+](=O)[O-])cc2)CC1
  -5	2	-7	10	2.0	0.7	-3	1	6
32) O=C(CCn1c(=O)oc2ccccc21)Nc1nc2ccccc2s1
  nt	2	1	30	-0.1	nt	-2	-1	nt
33) CC(NC(=O)c1ccco1)C(=O)OCc1cccc(Cl)c1 (stereo unspecified)
  -4	-1	13	-3	-0.3	0.2	-7	0	-2
34) Cc1nc2ccc(S(=O)(=O)NCC(=O)N3CCCC(C)C3)cc2s1 (stereo unspecified)
  -2	-3	2	10	-0.7	0.2	17	-1	10
35) COC(=O)c1c(NC(C)=O)sc2c1CCN(Cc1ccccc1)C2
  -24	-3	0	10	1.8	38*	8	0	-21
36) Cc1ccc(C)c(N(CC(=O)NC2CCCC2)C(=O)CCC(=O)Nc2cc(C)on2)c1
  36*	-7	6	-8	0.1	-0.3	-24	1	-24
37) Cc1ccc(S(=O)(=O)N2CCCCC2)cc1NC(=O)COC(=O)C1=COCCO1
  12	-3	-12	2	0.5	0.6	1	3	38*
38) O=C(NCCc1ccccc1)c1ccc(NC2=NC3CS(=O)(=O)CC3S2)cc1 (stereo unspecified)
  7	-6	-5	4	-0.4	-0.2	5	3	-2
39) Cc1ccc(CSC2=Nc3ccccc3C3=NC(CCC(=O)NC4CCCCC4)C(=O)N23)cc1 (stereo unspecified)
  nt	-4	-36	4	-0.5	-1.0	-1	3	-1
40) CN(c1ccc(C(=O)Nc2cccnc2)cc1)S(=O)(=O)c1ccccc1
  3	-3	-1	-6	0.3	0.8	6	0	2
41) O=C(Nc1ccccc1N1CCCC1)c1ccc2c(c1)OCO2
  -19	-6	-3	-9	0.2	-1.1	-2	2	-6
42) CN(C)S(=O)(=O)c1ccc(N2CCCC2)c(C(=O)NCC(=O)Nc2ccc(F)c(F)c2)c1
  -7	-6	0	-2	-0.2	0.8	-1	2	10
43) COc1ccc2c(CC(=O)OCC(=O)Nc3ccccc3[N+](=O)[O-])coc2c1
  4	-3	5	-6	-0.8	-1.3	-1	9	15
44) O=C(COc1ccccc1)Nc1ccc(C(=O)OCc2cc(=O)n3nc(C4CC4)sc3n2)cc1
  nt	0	0	-23	0.4	2.4	9	1	nt
45) O=C(Cc1ccccc1)NCC(=O)OCC(=O)c1ccc([N+](=O)[O-])cc1
  -8	-2	9	6	-0.6	-0.6	0	4	7
46) CCCN(CC1CC1)C(=O)COC(=O)c1ccc2c(c1)C(=O)N(c1ccc(OCC)cc1)C2=O
  -22	-4	-6	-15	0.2	-0.4	-3	10	-2
47) Cc1c(C(=O)Nc2nnc(SCc3ccccc3Cl)s2)cccc1[N+](=O)[O-]
  -3	-2	5	-9	0.2	-0.1	-1	1	1
48) COc1ccccc1CNC(=O)c1ccc2c(c1)nc(C)n2-c1ccccc1OC
  nt	-6	-23	-12	-0.7	0.3	-3	1	-21
49) COc1cccc(N2CCN(C(=O)CCC(=O)c3ccc(Cl)s3)CC2)c1
  1	-6	2	-17	-0.8	-0.7	11	-1	9
50) COc1ccc([N+](=O)[O-])cc1NC(=O)C(C)OC(=O)C1CCCC1 (stereo unspecified)
  3	-1	4	-4	1.8	-0.4	-2	2	-1
51) COc1cccc(OC)c1C(=O)Nc1cc(Cl)ccc1N1CCOCC1
  11	-6	3	-2	-0.2	-0.3	4	0	-4
52) Cc1ccc(S(=O)(=O)Nc2ccc(SC(F)F)cc2)c(C)c1
  -1	-4	nt	7	0.0	-1.1	8	1	9
53) COc1ccccc1NC(=O)COC(=O)C1C2CC3OC(=O)C1C3C2 (stereo unspecified)
  -23	nt	8	6	-1.5	-2.9	-1	18	11
54) CCC(C)(C)n1nnnc1C(c1ccc2ncccc2c1)N1CCN(c2ccc(O)cc2)CC1 (stereo unspecified)
  3	6	-12	-13	-0.1	0.9	22	0	4
55) COC(=O)c1ccc(CN(c2ccc(C(=O)O)c(O)c2)S(=O)(=O)c2ccc(Cl)c([N+](=O)[O-])c2)cc1
  5	-4	-24	-2	0.4	-0.1	-7	4	3
56) CCCCn1c(-c2ccco2)n[nH]c1=S
  3	1	-19	-4	0.0	0.0	2	3	7
57) CCOCCCNCc1ccc(OC)c(OC)c1
  36*	-1	-4	4	-0.2	-0.7	-2	3	-6
58) CN(CCC#N)C(=O)COC(=O)c1nn(-c2ccccc2)c(=O)c2ccccc12
  -7	0	5	1	-0.5	-7.1	0	1	-1
59) COc1cc(/C=C(\NC(C)=O)C(=O)N2CCCCC2)ccc1OC(C)=O
  -18	-9	6	30	0.1	-0.7	26	2	0
60) C=CCNCc1cccn1-c1ccccc1
  -8	-3	-3	1	0.4	2.9	1	2	-5
61) Cc1ccc(-c2c[n+](Cc3ccc(Cl)cc3)c3n2CCC3)cc1
  -13	3	10	1	-0.2	-0.7	0	3	-27
62) Cc1cc(NC(=O)c2cc3ccccc3o2)ccc1NC(=O)c1ccccc1
  -4	2	6	-14	-0.5	0.0	-2	5	4

Bioassay records as filed in PubChem BioAssay.
